From PubChem
IDE cell inh: cellular human IDE inhibition | HEK cells, FAbetaB cleavage, fluorescence polarization | inhibition, % at 5.59 µM | 320,000 compounds, 0.41% hits;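 active = percent inhibition above the average of all tested compounds plus 3 SD, set per screening campaign, cut at about 16% in these data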;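 also: IDE supplied by intact live HEK cells; FP after avidin binding of uncleaved biotin substrate so inhibition keeps polarization high; 0% = DMSO wells and 100% = 60 µM reference IDE inhibitor Ii1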
PHOSPHO1 inh: inhibitors of human PHOSPHO1 phosphatase; Q8TCT1; recombinant PHOSPHO1, absorbance phosphatase assay; inhibition, % at 13.3 µM; 290,000 compounds, 1.1% hits; AID 1565; in the data active = inhibition above about 60%
Target sequence (Q8TCT1 whole entry, looked up): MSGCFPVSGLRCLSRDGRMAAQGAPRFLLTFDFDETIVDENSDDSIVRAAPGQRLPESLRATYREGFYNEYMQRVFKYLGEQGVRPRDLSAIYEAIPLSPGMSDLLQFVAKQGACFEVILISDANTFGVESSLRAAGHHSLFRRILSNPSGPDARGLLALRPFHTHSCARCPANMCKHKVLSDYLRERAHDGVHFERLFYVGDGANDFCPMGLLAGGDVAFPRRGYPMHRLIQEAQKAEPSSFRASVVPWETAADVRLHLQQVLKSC
M18AAP inhibitor: PfM18AAP enzyme inhibition. recombinant PfM18AAP, H-Glu-NHMec fluorogenic cleavage. inhibition, % at 7.35 µM. 290,000 compounds, 1.2% hits. AID 1822;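 active = inhibition above the campaign mean inhibition over all tested compounds plus 3 SD, cut at about 28% in these data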;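 also: 0% = plate median of test compound wells and 100% = 2 mM ZnCl2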
IDE act: boosts human insulin-degrading enzyme activity in HEK cells; FAbeta-B cleavage, fluorescence polarization; 0% vehicle, 100% cell-free pure enzyme wells; P14735; activation, % at 5.96 µM; 340,000 compounds, 0.073% hits;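 active = activation above the mean of all tested compounds plus 3 SD, set per screening campaign, cut at about 17% in these data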
IMP-1 inhibitor: inhibitors of Pseudomonas aeruginosa IMP-1 metallo-beta-lactamase; purified IMP-1, nitrocefin hydrolysis, epi-absorbance fluorescence; 290,000 compounds, 0.45% hits; AID 1556; inhibition, % at 5.6 µM;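 active = inhibition above the mean plus 3 SD of all compounds in the same screening run, cut at about 4.5% in these data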;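 also: 0% = IMP-1 with DMSO and 100% = DMSO wells lacking enzyme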
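System – purified recombinant IMP-1 beta-lactamase · Input – IMP-1 dispensed at 0.2 nM · Timing – 15 min preincubation plus 25 min reaction at 25 °C · Signal – Epi-absorbance fluorescence, 480 nm excitation, 530 nm emission · Measure – percent IMP-1 inhibition derived from blank-referenced optical density · Controls – Enzyme-plus-DMSO low control, enzyme-free DMSO high control · Replication – singlicate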
VIM-2 inh: blocks Pseudomonas aeruginosa VIM-2 metallo-beta-lactamase. purified VIM-2, nitrocefin hydrolysis, epi-absorbance fluorescence. inhibition, % at 5.6 µM. 290,000 compounds, 0.89% hits;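 active = inhibition above the mean of all tested compounds plus 3 SD, cutoff set per screening run, cut at about 7.5% in these data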;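 also: red hydrolysis product quenches plate fluorescence so inhibitors raise well fluorescence; 0% = enzyme with DMSO and 100% = DMSO without enzyme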
pCIP destab: p/CIP protein destabilization; AID 1984; Q05BA5; F442A p/CIP-EGFP cells, EGFP fluorescence, 16 h; decrease of EGFP signal, % at 10 µM; 290,000 compounds, 0.01% hits;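 active = EGFP signal decrease of at least 30% at 10 µM or well 3 SD below plate mean, unless failing retest; inactive = the rest, including hits failing retest or dose response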; also: some compounds called inactive have numbers as strong as hits; many of its hits are not listed in these tables
NALP1 yeast inh: NALP1 inhibition; S. cerevisiae NALP1/ASC/caspase-1 growth, X-gal OD620, 72 h; inhibition, % at 10 µM; 280,000 compounds, 0.61% hits; AID 2071; in the data active = inhibition mostly above about 24%, no sharp cut-off; inactive = mostly below about 32%; also: some compounds called inactive have numbers as strong as hits
GPR7 antag: antagonists of human GPR7 (neuropeptides B/W receptor 1); P48145; GPR7-expressing cells, fluorescence antagonist assay; inhibition, % at 4.4 µM; 290,000 compounds, 1.1% hits; AID 1861; in the data active = inhibition above about 16%, passing the limit was not always enough;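 also: cells stimulated with the agonist NPW; 0% = agonist with vehicle and 100% = vehicle without agonist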
Target sequence (P48145 whole entry, looked up): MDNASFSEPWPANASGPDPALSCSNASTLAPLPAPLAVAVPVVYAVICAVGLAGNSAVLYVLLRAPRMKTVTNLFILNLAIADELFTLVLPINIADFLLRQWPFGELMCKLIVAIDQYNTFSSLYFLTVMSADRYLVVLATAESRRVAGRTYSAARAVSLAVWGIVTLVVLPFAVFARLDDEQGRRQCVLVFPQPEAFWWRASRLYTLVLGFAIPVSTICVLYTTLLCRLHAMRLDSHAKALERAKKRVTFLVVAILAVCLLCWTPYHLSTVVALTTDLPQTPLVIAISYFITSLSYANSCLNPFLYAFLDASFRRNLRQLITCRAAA
Numbers without * were called inactive; nt = no result given.

IDE cell inh	PHOSPHO1 inh	M18AAP inhibitor	IDE act	IMP-1 inhibitor	VIM-2 inh	pCIP destab	NALP1 yeast inh	GPR7 antag	SMILES
-2	39	-1	6	-0.2	0.8	2	5	-11	COc1ccc(NC(=S)NC(C)c2ccncc2)cc1OC (centres undefined)
3	23	-4	6	-0.7	-2.9	4	4	-15	CC(=O)OCc1c(-c2ccccc2)c2cc([N+](=O)[O-])ccc2n1C
-6	7	-7	1	-3.6	-5.4	6	13	-4	COc1cccc2c(C)nc(Nc3nc(CSc4nnc(C)s4)cc(=O)[nH]3)nc12
2	10	-1	1	-2.1	-1.6	0	21	-16	C/C(N)=C(/C#N)C(=O)CSc1nc2ccccc2c(=O)n1-c1ccccc1C
3	-52	1	7	0.0	0.5	6	-3	0	CCOc1cc(S(=O)(=O)NC2CC(C)(C)NC(C)(C)C2)ccc1F
-3	-16	2	-4	-1.6	-2.8	-11	13	-9	CN1CCN(C(=O)c2ccccc2-c2nc(-c3ccc(Cl)cc3)no2)CC1
3	11	1	9	-3.4	-3.0	-3	9	-4	COc1ccc(CCNC(=O)COC(=O)c2ccc(N3CCCC3=O)cc2)cc1OC
2	17	14	2	-0.3	-4.3	-16	-2	-14	Cc1cc2oc(C(=O)Nc3nonc3C)c(C)c2cc1C
1	33	-2	-1	-3.1	-4.7	-53	5	5	COc1cccc(CN(C)C(=O)CCNC(=O)c2ccc(Br)cc2)c1
2	0	-12	1	-1.9	-1.7	10	29	11	CCOC(=O)CCCCCN(Cc1ccccc1)S(=O)(=O)c1ccc([N+](=O)[O-])cc1
5	0	5	-5	-0.8	-4.8	-2	13	-10	COc1ccccc1CNC(=O)c1cccc(N(C)C)c1
5	-3	-12	3	-1.4	-1.0	-1	12	-8	CC1(C)CC(=O)CC(C)(C)N1OC(=O)c1ccncc1

Part of the list above, with values under each structure:
Results follow in this order: IDE cell inh	PHOSPHO1 inh	M18AAP inhibitor	IDE act	IMP-1 inhibitor	VIM-2 inh	pCIP destab	NALP1 yeast inh	GPR7 antag
> COc1ccc(NC(=S)NC(C)c2ccncc2)cc1OC (centres undefined)
    -2	39	-1	6	-0.2	0.8	2	5	-11
> CC(=O)OCc1c(-c2ccccc2)c2cc([N+](=O)[O-])ccc2n1C
    3	23	-4	6	-0.7	-2.9	4	4	-15
> COc1cccc2c(C)nc(Nc3nc(CSc4nnc(C)s4)cc(=O)[nH]3)nc12
    -6	7	-7	1	-3.6	-5.4	6	13	-4
> C/C(N)=C(/C#N)C(=O)CSc1nc2ccccc2c(=O)n1-c1ccccc1C
    2	10	-1	1	-2.1	-1.6	0	21	-16
> CCOc1cc(S(=O)(=O)NC2CC(C)(C)NC(C)(C)C2)ccc1F
    3	-52	1	7	0.0	0.5	6	-3	0
> CN1CCN(C(=O)c2ccccc2-c2nc(-c3ccc(Cl)cc3)no2)CC1
    -3	-16	2	-4	-1.6	-2.8	-11	13	-9
> COc1ccc(CCNC(=O)COC(=O)c2ccc(N3CCCC3=O)cc2)cc1OC
    3	11	1	9	-3.4	-3.0	-3	9	-4
> Cc1cc2oc(C(=O)Nc3nonc3C)c(C)c2cc1C
    2	17	14	2	-0.3	-4.3	-16	-2	-14
> COc1cccc(CN(C)C(=O)CCNC(=O)c2ccc(Br)cc2)c1
    1	33	-2	-1	-3.1	-4.7	-53	5	5
> CCOC(=O)CCCCCN(Cc1ccccc1)S(=O)(=O)c1ccc([N+](=O)[O-])cc1
    2	0	-12	1	-1.9	-1.7	10	29	11
> COc1ccccc1CNC(=O)c1cccc(N(C)C)c1
    5	0	5	-5	-0.8	-4.8	-2	13	-10
> CC1(C)CC(=O)CC(C)(C)N1OC(=O)c1ccncc1
    5	-3	-12	3	-1.4	-1.0	-1	12	-8

Later entries
IDE cell inh	PHOSPHO1 inh	M18AAP inhibitor	IDE act	IMP-1 inhibitor	VIM-2 inh	pCIP destab	NALP1 yeast inh	GPR7 antag	SMILES
1	-7	-4	1	-6.1	-1.8	3	25	-5	N=c1oc2ccc3ccccc3c2cc1-c1nc(-c2ccccc2)cs1
0	-4	-6	3	-0.4	-0.1	-10	24	0	O=C(CNC(c1ccccc1)c1ccccc1)Nc1cc([N+](=O)[O-])ccc1Cl
2	-14	0	1	-3.9	-0.1	4	30	-3	CCOC(=O)N1CCN(C(=O)CSc2nnc(COc3ccc(Cl)cc3)o2)CC1
-1	-7	-8	5	-2.3	0.4	-6	nt	-3	Cn1ncc(C#N)c1/N=C/N1CCOCC1
4	11	-13	-2	0.1	0.1	-12	-18	4	CCN(CC)CCN1C(=O)C(=O)/C(=C(/O)c2cnn(-c3ccccc3)c2C)C1c1ccc(C)o1 (centres undefined)
3	37	-7	-1	-2.5	-0.7	-11	-11	-18	O=C(c1ccc(Cl)cc1)N1CCCC(c2ccccc2)=N1
-6	42	-16	-1	-2.1	3.0	5	21	-5	CC(C)(C)NC(=O)C(=O)N/N=C/c1ccc(F)cc1
3	26	-5	3	-3.6	-2.3	-6	2	3	O=C(NCC1CCCO1)c1ccccc1-c1nc(-c2ccccc2)no1 (centres undefined)
0	17	-5	-4	-2.4	0.7	0	3	3	Cc1ccc(C(=O)C[n+]2cc(Br)cc(Br)c2)cc1[N+](=O)[O-]
-8	-6	2	0	-2.9	-3.7	-11	4	1	Cc1cc(C(c2nnnn2Cc2ccccc2)N2CCOCC2)c(C)n1-c1ccc2c(c1)OCO2 (centres undefined)
2	22	0	-1	-3.7	-2.2	-20	-10	-4	COc1ccc(C(=O)Nc2cc(C)nn2-c2ccc(C)cc2)cc1
8	0	-2	-3	-1.7	-1.3	-5	4	5	CC1(C)Cc2nc3oc4c(N(CCO)Cc5ccccc5)ncnc4c3cc2CO1
-1	-13	0	4	-2.9	-1.2	0	9	-2	COc1ccc(OC)c(C(=O)Cn2c3[n+](c4ccc(C(F)(F)F)cc42)CCCCC3)c1
2	32	2	4	-2.4	-3.7	0	-44	-14	CC(CN1CCOCC1)OC(=O)/C=C/c1ccccc1 (centres undefined)
-1	-12	7	-6	-2.9	-2.7	14	43	-8	Cc1cccc(OCC(=O)N/N=C/C=C/c2ccco2)c1
4	47	-4	3	-4.5	-4.9	5	10	-1	COc1ccc(C(CNC(=O)c2ccc(S(=O)(=O)N3CCCC3)cc2)N(C)C)cc1OC (centres undefined)
3	6	1	8	-1.3	-1.5	-2	-5	-8	COc1ccc2c(c1OC)C(=O)OC2n1c(O)c(N=NC(C)=O)c2ccccc21 (centres undefined)
0	-36	5	8	-1.4	-3.1	7	12	-10	CCOC(=O)c1ccccc1NC(=O)COc1ccccc1
-1	42	-14	5	-3.9	-1.8	6	-4	-1	Cc1ccc(S(=O)(=O)c2nc(S(C)(=O)=O)sc2N2CCC(C)CC2)cc1
8	23	2	3	-3.3	-2.1	-7	12	-7	CN(CC(=O)Nc1c(Cl)cccc1Cl)C(=O)c1ccncc1
3	20	-10	3	0.7	-0.9	-16	10	-8	Cc1c(C)c2cc(Cl)c(O)c(CN(C)C)c2oc1=O
-5	nt	2	0	-3.2	-1.8	-16	8	3	O=C(Nc1ccc(Br)cc1)c1cccc(N2C(=O)C3CCCCC3C2=O)c1 (centres undefined)
-2	8	3	5	-2.6	1.6	2	-27	-4	CCCCOc1ccc(C(=S)N2CCC(C(N)=O)CC2)cc1
7	10	2	-2	-3.3	-2.7	-20	-1	-4	O=C(N1CCCCCC1)N1CCN(S(=O)(=O)N2CCCCC2)CC1
0	21	-1	-1	-1.6	-0.2	8	10	8	COC(=O)c1cccc(Cn2nnc3ccccc3c2=O)c1
-1	6	-19	2	-1.1	-0.1	-5	17	13	CCN(CC)C(=O)CSc1nc2ccccc2c(=O)n1CC1CCCCC1
1	-3	-6	5	-3.0	2.1	16	7	-4	CCOC(=O)N1CCC(NC(=O)c2cc3c(-c4ccc(Cl)cc4)nn(C)c3s2)CC1
-1	36	3	2	-4.1	-3.9	-12	2	6	Cc1ccc(-c2noc(CCC(=O)NC3CC3)n2)cc1
1	-28	nt	2	nt	nt	3	14	nt	CCCCOC(=O)/C=C\C(=O)OCCCC
-2	-9	-1	0	-3.6	-1.9	-11	21	-22	CCOC(=O)C1=C(N)Oc2cc(C)n(CCc3ccc(OC)c(OC)c3)c(=O)c2C1c1cccnc1 (centres undefined)
-2	46	1	1	-2.0	-3.1	-1	-1	1	COc1ccc(CCNC(=O)CSc2n[nH]c(N)n2)cc1
4	3	-1	3	-4.0	-2.8	-24	6	-2	CC(C)OC(=O)NC(C)(C)COC(=O)Nc1cccc(Cl)c1
4	1	2	0	-2.6	-0.8	4	5	-12	CC(C)n1c(N)c(C#N)c2ccc([N+](=O)[O-])cc2c1=O
3	7	2	-3	-3.6	-3.4	-7	-1	-20	O=C(CN1C(=O)/C(=C\c2ccccc2Cl)Oc2ccccc21)NCc1cccnc1
3	36	3	nt	-1.2	-2.6	-9	2	-4	C#CCOCCOCCOCCNc1nc(N2CCN(C(=O)[C@H](Cc3cc4ccccc4[nH]3)n3cc([C@@H](N)C(C)CC)nn3)CC2)nc(N2CCN(C(=O)[C@H](Cc3cc4ccccc4[nH]3)n3cc([C@@H](N)Cc4ccc(O)cc4)nn3)CC2)n1 (some centres undefined)
9	30	7	3	-3.1	-1.9	1	nt	-6	CCOc1ccc(C(=O)N2CCCC(c3nc(-c4cccs4)no3)C2)cc1 (centres undefined)
-7	4	-13	-3	-1.5	0.5	10	25	11	CCOc1ccc(C(=O)Nc2cc(C)ccn2)cc1
-3	23	0	-2	-1.6	-2.5	4	8	-8	COc1ccc(/C=N/NC(=O)c2cc[n+]([O-])cc2)cc1OC
2	7	-5	4	-0.9	0.0	-18	-8	17	Clc1ccc(CSc2nnc(CN3CCOCC3)n2-c2ccccc2)cc1Cl
-2	24	4	4	1.2	-0.1	4	5	6	CC1CCCC(C)N1C(=O)COC(=O)Cc1ccc(Cl)cc1 (centres undefined)
7	-24	-11	1	-3.8	-4.1	-7	2	-3	COc1ccccc1N(CC(O)CN1CCC(C)CC1)S(=O)(=O)c1ccccc1 (centres undefined)
3	-24	8	0	-3.7	-1.0	-8	8	11	COc1ccc(CCNc2ccc(C(CC(N)=O)NC(=O)c3cc(OC)ccc3OC)cc2[N+](=O)[O-])cc1 (centres undefined)
5	24	-11	-2	-1.0	4.4	0	-6	-9	Cc1ccccc1CSc1ccc2nnc(-c3ccccn3)n2n1
-2	-32	-5	3	-0.9	-2.1	-13	20	-10	Cc1ccc(-c2cn(-c3ccc(SC(F)F)cc3)c3[n+]2CCC3)cc1
0	-19	-3	-4	-3.3	-1.8	-7	8	0	CCCC[C@H]1COCCS(=O)(=O)N1Cc1ccc(C)cc1
